# TAAR1 antag: antagonists of human TAAR1 | AID 624466 | inhibition, % at 3 µM | actives 1.5% (n = 360,000) | CHO RD-HGA16 TAAR1, Fluo-8 calcium fluorescence, antagonist;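 active means inhibition above a per-plate cutoff, the mean inhibition of test compounds on that plate plus 3 SD, cut at about 49% in these data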;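 further: 0% = DMSO plus EC80 beta-PEA response and 100% = DMSO alone without agonist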
# Target sequence (Q96RJ0 whole entry, looked up): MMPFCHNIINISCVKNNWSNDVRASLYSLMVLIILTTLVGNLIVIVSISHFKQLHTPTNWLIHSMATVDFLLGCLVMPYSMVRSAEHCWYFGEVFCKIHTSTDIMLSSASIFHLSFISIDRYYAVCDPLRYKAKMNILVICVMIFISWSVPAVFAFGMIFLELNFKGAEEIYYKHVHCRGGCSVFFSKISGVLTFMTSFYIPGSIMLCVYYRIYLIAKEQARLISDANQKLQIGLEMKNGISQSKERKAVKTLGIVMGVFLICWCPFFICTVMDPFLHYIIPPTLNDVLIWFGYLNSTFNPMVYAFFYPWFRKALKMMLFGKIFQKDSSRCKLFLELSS
#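 Material: CHO RD-HGA16 cells bearing hTAAR1; compound dosing: one-point dosing, 3 µM nominal final; schedule: dye loading 75 min at 37 °C, then 30 min room temperature; measured by: calcium fluorescence with Fluo-8; control set: vehicle and agonist controls; replication: n of 1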
# OXTR potentiate: potentiators of human oxytocin receptor; P30559; CHO-OTR cells, Fluo-8 calcium fluorescence, potentiator mode; 0% = oxytocin EC15, 100% = EC100; activation, % at 3 µM; actives 0.061% (n = 320,000);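 active means activation above that plate's cutoff, the mean activation of tested compounds plus 3 SD, cut at about 6.6% in these data, passing the limit was not always enough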;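 further: 100% uses oxytocin at 75 nM as the full agonist control; some results filed as inactive read as strong as hits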
#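 test system = CHO-OTR cells, human receptor | compound = single-point 3.0 µM | schedule = 6 min compound pre-incubation at room temperature, 100 s kinetic read | signal = Fluo-8 no-wash calcium dye fluorescence, excitation 470-495 nm, emission 515-575 nm | repeats = single well per compound, singlicate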
# CHO-K1 Ca antag: nonselective inhibitor or artifact in parental CHO-K1 cells. ATP-induced calcium, Fluo-8 fluorescence. inhibition, % at 3 µM. actives 0.6% (n = 360,000);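 active means inhibition above a per-plate cutoff, the plate's mean sample inhibition plus 3 SD, cut at about 24% in these data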;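 further: 0% = DMSO plus EC80 ATP and 100% = DMSO alone without ATP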
# CHO parental Ca: counter-screen for OX1R antagonists: effect in parental CHO cells | parental CHO-K1, ATP-induced calcium, Fluo-8 fluorescence | actives 0.63% (n = 330,000) | inhibition, % at 5.6 µM | AID 463079;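 active means inhibition above that plate's mean sample inhibition plus 3 SD, cut at about 26% in these data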;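 further: 0% = ATP-challenged DMSO wells and 100% = DMSO wells without ATP; some compounds past the cut are filed as inactive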
#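 Test system: untransfected parental CHO cell line. Compound: one dose, 5.6 µM nominal. Detection: intracellular calcium via Fluo-8 no-wash fluorescent dye. Measure: % inhibition. Benchmarks: ATP-challenged DMSO wells low, unchallenged DMSO wells high.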
# GPR7 antagonist: antagonists of human GPR7 (neuropeptides B/W receptor 1). P48145. GPR7-expressing cells, fluorescence antagonist assay. inhibition, % at 4.4 µM. actives 1.1% (n = 290,000). AID 1861; in the data active means inhibition above about 16%, passing the limit was not always enough;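 further: cells stimulated with the agonist NPW; 0% = agonist with vehicle and 100% = vehicle without agonist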
# Target sequence (P48145 whole entry, looked up): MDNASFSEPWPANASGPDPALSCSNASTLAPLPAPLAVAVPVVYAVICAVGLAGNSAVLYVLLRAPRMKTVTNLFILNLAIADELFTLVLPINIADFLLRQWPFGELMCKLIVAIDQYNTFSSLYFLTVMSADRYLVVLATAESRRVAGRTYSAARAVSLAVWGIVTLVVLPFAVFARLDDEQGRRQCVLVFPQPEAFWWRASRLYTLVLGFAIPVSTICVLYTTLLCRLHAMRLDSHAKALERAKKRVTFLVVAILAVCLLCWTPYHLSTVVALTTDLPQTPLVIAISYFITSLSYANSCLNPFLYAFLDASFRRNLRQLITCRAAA
# CHO-K1 Ca ag: M1 agonist counterscreen hit in parental CHO-K1 cells; Fluo-8 calcium fluorescence; scaled to maximal ATP response, vehicle zero; activation, % at 3 µM; actives 0.48% (n = 360,000); in the data active means activation above about 15%;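 further: untransfected CHO-K1 host cells lacking M1 receptor as counterscreen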
# OXTR ag: agonists of human oxytocin receptor; CHO-OTR cells, Fluo-8 calcium fluorescence; normalized: DMSO 0%, oxytocin 100%; P30559; AID 2435; actives 0.32% (n = 320,000); activation, % at 3 µM;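 active means activation above the mean of all tested compounds plus 3 SD, cutoff set per screening run, cut at about 20% in these data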;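 further: peak over basal fluorescence ratio from a 100 s FLIPR kinetic read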
# V1aR counter: activates human V1a receptor in oxytocin agonist counter-screen | P37288 | AID 2797 | activation, % at 3 µM | actives 0.25% (n = 320,000) | CHO-V1R cells, Fluo-8 calcium fluorescence, agonist mode; 0% DMSO, 100% 3 nM vasopressin;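 active means activation above the mean activation of all tested compounds plus 3 SD, per screening run, cut at about 20% in these data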;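 further: signal is peak over basal fluorescence ratio across a 100 second FLIPR read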
# Target sequence (P37288 whole entry, looked up): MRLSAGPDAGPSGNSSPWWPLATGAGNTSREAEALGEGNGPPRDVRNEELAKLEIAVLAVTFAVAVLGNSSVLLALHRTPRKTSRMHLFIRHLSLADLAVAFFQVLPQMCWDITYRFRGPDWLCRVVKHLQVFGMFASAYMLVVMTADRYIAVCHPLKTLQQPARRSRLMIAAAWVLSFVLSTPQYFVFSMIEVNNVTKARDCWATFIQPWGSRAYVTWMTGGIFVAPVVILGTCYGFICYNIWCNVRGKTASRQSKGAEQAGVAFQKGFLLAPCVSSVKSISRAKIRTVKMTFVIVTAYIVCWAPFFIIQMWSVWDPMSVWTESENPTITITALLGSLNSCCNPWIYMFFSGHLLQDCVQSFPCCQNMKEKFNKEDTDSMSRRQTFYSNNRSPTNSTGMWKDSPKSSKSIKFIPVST
# CHO-K1 Ca PAM: M1 PAM counterscreen hit in parental CHO-K1 cells | ATP EC20, Fluo-8 calcium fluorescence; 0% at ATP EC20, 100% at ATP max | activation, % at 3 µM | actives 0.02% (n = 360,000);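 active means activation above the run cutoff, the mean activation of all test compounds plus 3 SD, cut at about 40% in these data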;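 further: peak over basal fluorescence ratio in a 140 s read after ATP addition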
# The depositor's hits bear a star; / = not tested or not shown. Compounds as they come; 3.5% or so of the library scored in one or more.
# Each structure is followed by: V1aR counter	CHO-K1 Ca PAM	CHO-K1 Ca antag	CHO parental Ca	OXTR ag	OXTR potentiate	GPR7 antagonist	TAAR1 antag	CHO-K1 Ca ag
C=CC(=O)NCc1ccc(-c2csnn2)cc1
→ -0.7	-2	3	-7	0.1	-7	-14	3	0.3
Cc1cc(NC(=O)CON=C(N)CC(=O)Nc2ccccc2Cl)ccc1Br
→ /	-8	-5	/	/	/	/	-32	1.1
Cc1ccc2cc(CN(CCCO)S(=O)(=O)c3ccccc3F)c(=O)[nH]c2c1C
→ 5.4	-1	-8	-11	2.8	-9	-4	-5	3.1
O=C(CN1C(=O)NC2(CCCCC2)C1=O)Nc1cccc(S(=O)(=O)N2CCCC2)c1
→ 0.0	-13	-12	-8	0.5	-5	/	-32	0.4
Cc1nnc(CN(C)C(=O)CC2C(=O)NCCN2Cc2ccccc2C)o1 (stereo unspecified)
→ 0.9	3	-11	-3	0.2	1	-3	0	0.9
O=C(NNC(=O)c1c(O)c2ccccc2[nH]c1=O)c1ccccc1Br
→ -0.7	14	-12	-1	-0.6	1	0	19	0.3
CNc1ccc2ncc(-c3cccc(C(=O)N(C)C)c3)n2n1
→ /	20	-13	/	/	/	/	-16	0.9
COc1ccccc1CC(=O)Nc1ccc(S(=O)(=O)N2CCCC2)cc1
→ -0.1	26	-21	-7	0.4	-7	4	-10	1.7
CCc1ccccc1NC(=O)C1CCCN(c2ncccn2)C1 (stereo unspecified)
→ 0.7	3	-3	-11	0.0	-5	-15	7	1.6
COc1ccccc1NC(=O)CN1C(=O)NC2(CCCc3ccccc32)C1=O (stereo unspecified)
→ 3.2	-16	3	-12	2.6	3	/	5	0.8
CC(=O)Nc1ccc(NC(=O)c2cc[n+]([O-])cc2)cc1
→ -0.2	-9	-12	-4	1.6	-2	-2	-3	0.5
COc1ccc(NC(=O)c2cc3ccccc3o2)cc1OC
→ -1.1	14	3	-2	-1.3	-6	-11	23	2.5
CC1CC(C)CN(C(C(=O)NC2CCCCC2)c2ccnc3ccccc23)C1 (stereo unspecified)
→ /	11	-1	/	/	/	/	0	3.2
O=[N+]([O-])c1cccc(S(=O)(=O)NCCCN2CCOCC2)c1
→ 0.8	3	15	-5	1.7	-1	3	-11	11
Cc1nc2sc(C(c3cccc(F)c3)N3CCCC(C)C3)c(O)n2n1 (stereo unspecified)
→ 1.5	0	10	-14	-1.3	-19	11	-14	0.0

# Copied from the list:
# `CNc1ccc2ncc(-c3cccc(C(=O)N(C)C)c3)n2n1` @ TAAR1 antag = -16
# `Cc1nc2sc(C(c3cccc(F)c3)N3CCCC(C)C3)c(O)n2n1` (stereo unspecified) @ OXTR ag = -1.3

# (next part)
# Each structure is followed by: V1aR counter	CHO-K1 Ca PAM	CHO-K1 Ca antag	CHO parental Ca	OXTR ag	OXTR potentiate	GPR7 antagonist	TAAR1 antag	CHO-K1 Ca ag
Cc1cccc2sc(NC(=O)C3CCN(S(=O)(=O)c4cc([N+](=O)[O-])ccc4Cl)CC3)nc12
→ 2.4	13	18	8	3.0	-10	11	38	9.4
COc1ccc(Cl)cc1NC(=S)NCCc1ccc(F)cc1
→ /	16	-9	/	/	/	0	/	2.8
O=C(CC(SCCO)c1ccc2c(c1)OCO2)c1cccs1 (stereo unspecified)
→ -0.4	-1	-9	-20	-0.7	-2	0	-4	1.1
O=C(c1ccc([N+](=O)[O-])s1)N1CCN(c2ccccc2)CC1
→ 0.2	7	-1	-2	0.2	-5	7	9	1.3
CC(C)Cc1cc(C(=O)NCCc2ccccc2)no1
→ -0.8	1	4	-2	-2.4	-5	3	-20	0.1
O=c1c2ccccc2ncn1CCOCCOc1cccc(Br)c1
→ 0.7	20	-6	-13	-0.8	-3	-3	2	0.5
O=C1OC(/C(=C\NCc2ccccc2)[N+](=O)[O-])c2ccccc21 (stereo unspecified)
→ 1.8	15	-9	8	0.8	-9	-6	3	0.0
O=C1/C(=C/c2coc3ccc(O)cc3c2=O)SC(=S)N1c1ccccc1
→ 5.6	25	-12	8	3.4	-5	3	-2	3.2
O=C(c1cccs1)c1coc2ccc(O)c(CN3CCOCC3)c12
→ 0.9	9	21	-11	-0.2	-2	-4	106*	0.8
CCN(CC)C(=O)c1cc2c(=O)oc3ccccc3c2s1
→ 2.1	19	-8	-22	2.2	-10	-10	13	5.5
CCOC(=O)CSc1nc2ccc(C)cc2n2cnnc12
→ 1.4	4	0	-4	0.4	-7	21	-6	0.1
CON(C)S(=O)(=O)c1ccc2c(c1)NC(=O)C1CCCN21 (stereo unspecified)
→ 0.6	11	-4	-7	-0.1	-17	-7	9	-0.2
Cc1csc(NC(=O)c2nc3nccc(C)n3n2)n1
→ 0.9	3	8	3	-0.6	-11	-8	12	-0.2
CCCc1nnc(NC(=O)C2CC(=O)N(C3CCCC3)C2)s1 (stereo unspecified)
→ -0.3	-3	-16	0	0.8	4	-5	-17	0.3
COc1ccccc1C(=O)Nc1ccnn1C1CCN(CCCC2CCCC2)CC1
→ 3.5	0	-8	-28	2.3	-5	-4	-24	1.1

# Copied from the results shown (two entries):
# Each structure is followed by: V1aR counter	CHO-K1 Ca PAM	CHO-K1 Ca antag	CHO parental Ca	OXTR ag	OXTR potentiate	GPR7 antagonist	TAAR1 antag	CHO-K1 Ca ag
Cc1cccc2sc(NC(=O)C3CCN(S(=O)(=O)c4cc([N+](=O)[O-])ccc4Cl)CC3)nc12
→ 2.4	13	18	8	3.0	-10	11	38	9.4
COc1ccc(Cl)cc1NC(=S)NCCc1ccc(F)cc1
→ /	16	-9	/	/	/	0	/	2.8

# (cont.)
# Each structure is followed by: V1aR counter	CHO-K1 Ca PAM	CHO-K1 Ca antag	CHO parental Ca	OXTR ag	OXTR potentiate	GPR7 antagonist	TAAR1 antag	CHO-K1 Ca ag
CC(=O)N1CCN(Cc2nc3cc(Cl)ccc3c(=O)[nH]2)CC1
→ -0.9	5	-5	4	-0.2	-4	-7	-15	4.2
CC1=C(C(=O)OCc2ccccc2)C(c2ccc(Cl)cc2Cl)NC(=O)N1CCCC(=O)O (stereo unspecified)
→ 1.7	-13	-5	-12	0.8	-8	-4	/	0.2
COc1cccc(C2CC(=O)Nc3cc4c(cc32)OCCO4)c1OC(C)C (stereo unspecified)
→ -1.3	11	-4	-16	-1.6	4	1	3	0.6
O=C1NC[C@H](CCCCN2C[C@H](Cc3ccccc3)N(CCc3ccc(O)cc3)C(=O)C2=O)N(CCc2ccccc2)C1=O
→ /	-10	0	/	/	/	/	-8	0.2
CCOCC(=O)Nc1cccc(NC(C)=O)c1
→ 0.2	2	-6	-9	0.0	-14	-14	15	-0.1
Cc1ccc(CC(=O)NCc2ccc(Cl)cc2)cc1
→ 0.1	18	-9	2	-1.9	-9	6	4	2.8
CCOC(=O)[C@@H]1[C@H]2COc3ccccc3[C@H]2N2C(=O)N(c3ccc(OC)cc3)C(=O)[C@]12C
→ 0.1	15	-18	-17	1.4	-1	4	-14	0.3
Cc1noc(C)c1COc1ccc(C(=O)OC(C)C(=O)Nc2ccc(S(=O)(=O)N3CCOCC3)cc2)cc1 (stereo unspecified)
→ 0.1	10	10	-9	0.0	-10	-8	3	17*
COc1ccc(CN(C(=O)/C=C/c2ccccc2Cl)C2CCS(=O)(=O)C2)cc1 (stereo unspecified)
→ 3.7	-16	-3	-12	1.1	-8	6	-22	0.4
COc1ccccc1-c1cc(C(F)(F)F)nc(N2CCN(c3ccccc3)CC2)n1
→ -0.1	14	-8	-10	0.1	-11	-5	-16	0.6
CCCCN(C(=O)c1cccc(N2C(=O)c3ccccc3C2=O)c1)c1c(N)n(CC(C)C)c(=O)[nH]c1=O
→ 0.0	13	-18	-19	0.6	-4	/	0	-0.1
Cc1ccc(-c2nnc(OCCN3CCOCC3)c3ccccc23)cc1
→ -0.3	14	-4	-37	-2.8	-8	-11	-8	-0.7
COCCNC(=O)C(c1ccc(F)cc1)N(Cc1ccco1)C(=O)CCC(=O)Nc1nccs1 (stereo unspecified)
→ 0.1	-1	-10	-13	-1.1	-3	-12	4	-0.1
COc1cccc(C(=O)N(Cc2ccco2)c2c(N)n(Cc3ccccc3)c(=O)[nH]c2=O)c1
→ -0.4	-16	2	-5	-0.2	-1	/	7	-0.2
COc1ccc(S(=O)(=O)N(C)C[C@H]2Oc3ccc(NS(=O)(=O)c4ccccc4)cc3CC(=O)N([C@H](C)CO)C[C@@H]2C)cc1
→ 1.5	-19	-1	-18	0.4	0	/	0	-0.4
CCC(c1nnnn1C1CCCC1)N(Cc1cccs1)Cc1cc2cccc(C)c2[nH]c1=O (stereo unspecified)
→ -0.1	-4	0	-10	-1.3	-18	-18	-32	0.0
COc1ccc([C@@H]2CC(=O)c3c(O)cc(O[C@@H]4O[C@H](CO[C@@H]5O[C@@H](C)[C@H](O)[C@@H](O)[C@H]5O)[C@@H](O)[C@H](O)[C@H]4O)cc3O2)cc1O
→ -1.0	16	-9	-15	-0.7	-7	-9	-24	0.5
O=C(NCC(=O)N(c1ccc(F)cc1)C(C(=O)NC1CCCCC1)c1ccncc1)c1ccco1 (stereo unspecified)
→ -0.7	-23	-11	-16	-0.2	0	-5	6	-0.2
CCOc1cc(/C=N/n2cnnc2)ccc1O
→ -0.1	22	-24	-4	-0.2	-4	-3	-1	0.9
CC(=O)N1c2ccccc2C(C)(C)C2CCC(C)CC21 (stereo unspecified)
→ -1.7	6	-4	-10	-2.8	-11	-3	20	-0.2
COc1ccc(C2N(c3ccc(F)cc3)C(=O)C3CCCN32)cc1 (stereo unspecified)
→ 0.6	18	-8	-3	-1.2	-3	2	-8	0.3
CC12CCC(=O)N1C(C(=O)OCc1c(Cl)cccc1Cl)CS2 (stereo unspecified)
→ 1.7	2	-11	-7	1.3	-9	-9	-12	3.7
O=C(CN1CCN(c2ccccc2F)CC1)NCc1ccc(Cl)cc1
→ 2.6	-2	7	-11	0.2	-11	24	-26	0.1
Cc1ccc(Cn2c(SCC(N)=O)nc3c2c(=O)n(C)c(=O)n3C)cc1
→ 0.5	28	-16	-8	0.1	-2	-9	6	0.7
CCOC1=C2[C@H](c3cccs3)N(S(=O)(=O)c3ccc(C)cc3)C[C@H]2n2c(=O)n(-c3ccccc3)c(=O)n2C1
→ /	5	9	/	/	/	/	-15	1.1
COc1ccc(N2CCN(S(=O)(=O)CCNC(=O)/C=C/c3ccccc3)CC2)cc1
→ -0.8	-7	-6	-15	-1.2	-1	/	-10	1.6
CCC1SC(C)C/C(=N/NC(N)=O)C1C (stereo unspecified)
→ 0.8	-10	-2	7	-0.6	3	-6	-27	1.8
O=C(Cc1ccccc1)Nc1scc(-c2ccccc2)c1C(=O)N1CCOCC1
→ -0.2	23	-11	-22	-2.5	-14	7	/	0.6
COCCN(Cc1ccccc1)C(=O)C1CCN(C(=O)Nc2ccccc2)CC1
→ -0.8	9	-14	1	-0.9	-10	/	11	0.9
O=C(O)c1cc(NS(=O)(=O)c2ccc(NC3CCCCC3)c([N+](=O)[O-])c2)cc(C(=O)O)c1
→ 0.0	17	-13	-4	1.1	-10	-5	-12	0.6

# Screening results deposited in PubChem by The Scripps Research Institute Molecular Screening Center.
